EBV gp42 block: blocks Epstein-Barr virus glycoprotein 42 binding | AID 1085 | inhibition, % (tested at 21.74 µM) | 220,000 tested, 0.42% active | Fluorescence polarization binding assay, mP read-out; in the data active means inhibition above about 50%
Target sequence (Q1HVG2 whole entry, looked up): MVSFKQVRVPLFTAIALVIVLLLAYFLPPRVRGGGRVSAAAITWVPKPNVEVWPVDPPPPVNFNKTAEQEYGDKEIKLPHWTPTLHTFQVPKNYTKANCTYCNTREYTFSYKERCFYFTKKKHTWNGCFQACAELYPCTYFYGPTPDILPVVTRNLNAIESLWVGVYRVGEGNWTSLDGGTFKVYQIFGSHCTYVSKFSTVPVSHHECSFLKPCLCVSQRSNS
eIF4E-4G inh: blocks eIF4E binding to eIF4G. P63073+Q04637. TR-FRET eIF4E-eIF4GI(517-606) binding, 2 h. inhibition, % at 21.7 µM. 220,000 tested, 0.37% active. AID 782;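 active means inhibition above about 30%, limit read from the data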;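 further: 0% = full FRET control wells and 100% = background wells lacking eIF4GI fragment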
zVAD death inh: blocks zVAD induced death of L929 cells; L929 zVAD necroptosis rescue, ATP luminescence, 24 h; with zVAD 60 µM; viability rescue, % at 10 µM; 220,000 tested, 0.38% active;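 active means activation, scaled between plate controls, above about 75%, limit read from the data; inactive means activation under that limit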;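 further: 0% = zVAD with DMSO and 100% = DMSO alone without zVAD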
Rad51 HR inh: Rad51 (human) homologous recombination inhibition | hRad51 DNA strand exchange, fluorescence dequenching | inhibition, % at 10 µM | 200,000 tested, 0.085% active | AID 1385;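 active means inhibition above 40% at the single screening dose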;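 further: 0% = DMSO control wells and 100% = blanks with heterologous ssDNA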
Target sequence (Q06609 whole entry, looked up): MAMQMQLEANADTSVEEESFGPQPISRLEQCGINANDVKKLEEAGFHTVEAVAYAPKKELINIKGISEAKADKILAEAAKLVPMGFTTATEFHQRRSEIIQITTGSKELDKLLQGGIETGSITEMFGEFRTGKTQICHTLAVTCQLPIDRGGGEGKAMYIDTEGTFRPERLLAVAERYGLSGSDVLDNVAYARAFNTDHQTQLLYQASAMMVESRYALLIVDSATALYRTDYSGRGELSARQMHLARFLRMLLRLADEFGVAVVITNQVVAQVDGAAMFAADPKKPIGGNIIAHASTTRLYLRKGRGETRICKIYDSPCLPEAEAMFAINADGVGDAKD
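material = hRad51 filaments on single-stranded DNA | reagent = Donor/quencher-labelled 47-bp dsDNA substrate | compound = 10 µM final, single point | schedule = strand-exchange reaction 15 min at room temperature | measured by = fluorescein emission 520 nm, excitation 485 nm | read-out basis = % inhibition versus plate control and blank means | benchmarks = plate controls and plate blanks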
MDM2 E3 inh: blocks human Mdm2 ubiquitin ligase activity; Q00987; cell-based MDM2 ubiquitination luciferase reporter, 2 h; 0 = plate control, 100 = twice control, blank-subtracted; signal enhancement, % at 5 µM; 210,000 tested, 0.11% active; AID 1230;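 active means signal enhancement of 30% or more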;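 further: luminescence tracks abundance of the self-degrading MDM2-luciferase fusion protein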
Target sequence (Q00987 whole entry, looked up, the tested form may be a part): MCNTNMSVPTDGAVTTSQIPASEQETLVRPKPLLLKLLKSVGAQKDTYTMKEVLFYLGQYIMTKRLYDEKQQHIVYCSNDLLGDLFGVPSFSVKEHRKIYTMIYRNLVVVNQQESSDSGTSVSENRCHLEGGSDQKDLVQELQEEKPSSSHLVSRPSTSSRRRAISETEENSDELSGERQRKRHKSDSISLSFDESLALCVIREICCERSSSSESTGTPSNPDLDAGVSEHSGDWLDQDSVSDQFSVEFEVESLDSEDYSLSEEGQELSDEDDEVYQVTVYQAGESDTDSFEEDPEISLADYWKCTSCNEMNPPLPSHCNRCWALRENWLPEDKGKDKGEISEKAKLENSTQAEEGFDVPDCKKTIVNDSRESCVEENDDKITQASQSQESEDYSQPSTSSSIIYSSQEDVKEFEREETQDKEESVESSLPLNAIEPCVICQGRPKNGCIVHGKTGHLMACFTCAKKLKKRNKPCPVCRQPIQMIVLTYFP
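system = mammalian cells stably expressing self-ubiquitinating, self-degrading MDM2 E3–luciferase fusion | quantity = 2000 cells per well seeded | incubation = 4 h cell settling then 2 h compound exposure, 37 °C | signal = SteadyLite luminescence, 15 min reagent step | benchmarks = plate control and blank wells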
PERK inhibitor: inhibitors of human PERK kinase; Q9NZJ5; CHO PERK-DD fusion, SEAP luminescence translation reporter; inhibition, % at 5.6 µM; 220,000 tested, 0.17% active; AID 1416;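 active means inhibition above the mean inhibition of all tested compounds plus 3 SD, set separately per screening campaign, cut at about 2.9% in these data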;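 further: PERK kinase domain activated by AP20187 dimerizer at 100 nM; 0% = DMSO with dimerizer and 100% = rapamycin at 8.4 µM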
TNF necrop inh: blocks TNF-alpha induced death of Jurkat FADD-/- cells; Jurkat FADD-/- TNF necroptosis rescue, ATP luminescence, 24 h; 0 = TNF only, 100 = no-TNF cells; activation (protection from cell death), % at 10 µM; 220,000 tested, 0.068% active; AID 463075;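 active means activation, meaning protection from cell death, of at least 50% relative to plate controls; inactive means activation below 50%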;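 further: necroptosis triggered by 40 ng/mL TNF-alpha added together with compound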
Cl transport mod: KCC2 (human) Cl- transport modulation. B-score of Tl+ flux slope (higher = more flux/activation; lower = inhibition) at 10 µM. 190,000 tested, 2.2% active. KCC2 cells, thallium flux FluoZin-2 fluorescence;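 active means thallium flux slope and its plate-corrected score both differing from the plate sample mean at a set confidence after two filtering rounds, in either direction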;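 further: slope of fluorescence scaled to starting intensity during 10 to 20 s after thallium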
Calpain2 inh: calpain II (pig) inhibition | purified calpain II, fluorogenic peptide substrate, 30 min | inhibition, % at 16 µM | 220,000 tested, 0.37% active;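 active means inhibition above about 50%, limit read from the data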
An asterisk follows results filed as active; i = inactive; nt = not tested or not shown; & = joins results of further samples; [ ] = another dose, or the depositor's remark.

SMILES	EBV gp42 block	eIF4E-4G inh	zVAD death inh	Rad51 HR inh	MDM2 E3 inh	PERK inhibitor	TNF necrop inh	Cl transport mod	Calpain2 inh
COc1nccnc1NS(=O)(=O)c1ccc(N/C=C2\CCCCC2=O)cc1	6	1	-1.2	-8	2	0.5	-0.1	-0.021	33
CCSc1nnc(NC(=O)c2ccc(S(=O)(=O)N(C)C)cc2)s1	-2	4	1.7	-16	-7	1.3	0.4	1.3	5
CCOc1cccc(C2C(C#N)=C(N)Oc3cc(C)[nH]c(=O)c32)c1OCC (stereo unspecified)	2	-6	-0.1	nt	-3	0.4	1.4	0.91	-16
CCc1cc[n+](-c2nc3ccccc3nc2C(=C=[N-])C#N)cc1	-6	4	-0.5	3	5	0.7	-7.5	-0.34	i
O=S(Cc1ccc(Cl)cc1)CC(O)(c1ccccc1)c1ccccc1 (stereo unspecified)	-10	5	1.3	-1	-16	-0.3	-13	-0.9	25
O=C(Nc1cnc2sc3c(n2c1=O)CCCC3)c1ccc(F)cc1	-18	1	-0.3	8	-2	0.3	-2.9	-0.39	1
CC(=O)c1ccc(N/N=C2/CCCNC2=O)cc1	-13	4	-0.3	-11	5	4.0*	1.0	-0.38	28
O=C(NCCSCc1ccccc1)c1ccc(C2SCC(=O)N2Cc2ccccc2)cc1 (stereo unspecified)	-18	-9	0.2	-10	-11	-2.5	1.6	nt	49
C=CCOc1cccc(C2/C(=C(\O)c3ccc(F)cc3)C(=O)C(=O)N2CCN(C)C)c1 (stereo unspecified)	-19	-5	0.0	-8	-10	-0.6	-2.0	-0.29	21
N#C/C(=C/c1ccc(N2CCOCC2)o1)c1ccc(Cl)cc1	27	7[fluorescence artefact?]	0.8	nt	6	-0.2	-5.3	0.037	22
COc1cc2c(cc1OC)CN(c1nc(-c3cccnc3)nc3ccccc13)CC2	-6	2	2.1	3	-9	-0.7	-4.4	-1.8	-7
CC1=C(C(=O)OC(C)C)C(c2ccc(Br)s2)NC(=O)N1C (stereo unspecified)	4	-7[fluorescence artefact?]	0.3	1	-12	-0.4	-3.9	-0.65	43
Cc1ccccc1Cn1nc(C)c(NC(=O)c2sc3ccccc3c2Cl)c1C	0	2	0.7	0	-13	-0.8	-11	0.36	-14
Cc1cc(C(F)(F)F)n2ncc(C(=O)O)c2n1	-8	4	1.5	4	-9	nt	0.4	0.4	-32
O=[N+]([O-])c1cc(/C=N/O)ccc1Sc1ccccc1	6	4	0.4	-13	6	1.1	-3.9	nt	33
COc1ccccc1CNc1ccc([N+](=O)[O-])cc1C	8	-1	1.5	-2	-3	-1.3	8.4	-2.4	0
O=C(Nc1ccc(N2CCCC2)c(Cl)c1)c1cccs1	-13	15	5.4	nt	-29	0.6	0.0	-0.84	22
CC1=C(C(=O)OC2CCCCCC2)C(c2ccc(C)o2)C2=C(CCCC2=O)N1 (stereo unspecified)	-8	-1	-0.1	nt	-20	-0.2	-1.0	-1.9	19
COc1ccc(S(=O)(=O)N(CC(=O)NCCC(C)C)c2ccccc2)cc1OC	-1	0	0.3	nt	-14	0.6	-0.1	-0.048	-11
CC1CCN(C(=S)Nc2cccc(S(=O)(=O)N(C)C)c2)CC1	-1	1	0.5	-2	-8	0.2	-0.2	-1.4	-16
Cc1cccc(NC(=O)CSc2ncnc3c2oc2ccccc23)c1	-9	2[fluorescence artefact?]	1.5	2	0	0.8	0.2	-0.78	-15
CC(C)c1ccccc1NC1=CC(=O)CC(C)(C)C1	-3	-1	-0.1	18	-9	0.7	0.5	-0.071	-21
COCCCn1c(SCC(=O)NCc2ccco2)nc2sc3c(c2c1=O)CCC3	9	5	-0.2	-4	-16	-1.2	0.5	nt	14
COc1ccc(S(=O)(=O)N2CCN(CC(=O)Nc3ccc(C)c(F)c3)CC2)cc1	2	0	1.6	1	-8	0.1	3.6	-0.77	31
O=C(O)CN1C(=O)/C(=C/c2ccc(SCc3ccccc3)o2)SC1=S	-146	12	-0.3	-194	-13	1.7	-12	-0.019	30

Next section.
SMILES	EBV gp42 block	eIF4E-4G inh	zVAD death inh	Rad51 HR inh	MDM2 E3 inh	PERK inhibitor	TNF necrop inh	Cl transport mod	Calpain2 inh
O=C(COc1ccc(Cl)cc1)N(Cc1ccccc1)c1nc(-c2ccccc2)cs1	-4	-10[fluorescence artefact?]	0.0	-5	-31	1.3	-2.7	0.38	-11
CC(=O)OCc1c(F)c(F)c(-n2nc(C)cc2C)c(F)c1F	-16	-1	0.3	6	-28	0.8	-2.8	-0.55	-20
O=C(CS(=O)(=O)c1cn(Cc2ccccc2Cl)c2ccccc12)N1CCOCC1	-8	3	1.4	2	-1	-0.6	-0.6	-1.8	-4
COc1ccc2nc3oc(C(=O)NCc4cccs4)cc3cc2c1	-11	-30	0.0	1	10	0.0	1.2	-0.16	-209
S=C(Nc1ccc2c(c1)OCCO2)Nc1ccc2c(c1)OCO2	-5	-1	10	2	-4	-0.1	-1.7	-0.046	-29
Cc1cn([C@H]2C=C[C@@H](CO)O2)c(=O)[nH]c1=O	-5&-10	2&1	2.4	-6	nt	1.7&1.2	1.4	0.8&-0.77	4&16
CC(=O)/C(C#N)=C1\NC(=O)C(Cc2cc(Cl)ccc2Cl)S1 (stereo unspecified)	-22	2	1.1	-11	-5	2.2	-2.5	-1.5	42
COc1ccc(S(=O)(=O)Cc2ccc(C(=O)NCCc3cc(OC)ccc3OC)o2)cc1	13	1	0.4	nt	-13	-0.1	3.5	-0.41	31
O=C(COc1ccccc1[N+](=O)[O-])N(Cc1ccccc1)c1ccccn1	-6	-3	0.3	7	-9	0.5	0.4	0.056	0
CC(C)CN(CC(C)C)S(=O)(=O)c1cc([N+](=O)[O-])ccc1N1CCCCCC1	-6	-2[fluorescence artefact?]	-0.5	11	-12	-0.6	-1.2	nt	-12
Cc1ccccc1OCC(=O)NCC(=O)N/N=C/c1ccc(Br)o1	5	1	0.0	nt	-1	0.1	-0.2	0.52	3
CN(Cc1cccc(-n2cccn2)c1)C(=O)CCc1nnc(C2CCCCC2)o1	-6	1	0.3	-15	-2	-1.3	-0.6	-0.58	-5
Cc1cc(C(=O)CSc2nnc(-c3ccc(OC(F)F)cc3)o2)c(C)n1Cc1cccs1	-8	2	-0.3	-10	-7	1.1	-0.4	0.38	14
Cc1ccc(C(=O)n2nc(-c3ccccc3)nc2NCc2ccco2)cc1	-1	-6	0.2	5	4	0.6	-0.3	-0.044	0
CCOc1ccccc1N(CC(=O)NC(C)(C)C)C(=O)Cn1nnc(-c2ccc(C)o2)n1	-11	1	-0.1	-1	-8	-0.7	-2.4	-0.045	-23
CCOC(=O)c1c(N)sc2c1CCCC2	9	-7	2.3	-8	-11	0.3	1.0	-0.4	11
CC(C)(C)C1=CC=C(C(C)(C)C)C(=O)C1=O	-13	3	20	-1	-1	1.9	-18	nt	28
CSc1nc(C)c(Cc2c(F)cccc2Cl)c(=O)[nH]1	4	1	-0.5	0	-7	-0.3	-0.3	0.45	-26
COc1ccc(N2C(=O)NC3CC2(C)Oc2ccc(Cl)cc23)cc1OC (stereo unspecified)	-10	-5[fluorescence artefact?]	0.9	nt	0	-0.5	-5.4	-0.0082	-3
O=C(CSc1nnc(-c2cccs2)n1Cc1ccccc1)NCc1ccc2c(c1)OCO2	-10	0	-0.3	-2	1	-2.8	-1.0	-0.019	1
Cc1nc(SCCOc2ccc(F)cc2)c2ccccc2n1	-42	4	3.8	2	-3	1.5	-0.6	0.85	3
CC12CCC(C(=O)N(c3ccccn3)c3ccccn3)(OC1=O)C2(C)C (stereo unspecified)	-18	-2	3.4	-7	-11	1.5	2.4	0.37	8
O=C(O)c1ccc2c(c1)[C@@H]1C=CC[C@@H]1[C@H](c1ccccn1)N2	nt	nt	2.3	-5	nt	1.1	-0.4	0.45	nt
Nc1ccc(NC(=O)NC2CCCCC2)cc1[N+](=O)[O-]	-21	2	22	-1	5	1.6	1.9	nt	-22
O=C(Nc1cccc2ccccc12)c1ccccc1	-7	-3	0.5	-5	-19	1.7	-0.2	-0.61	-9

Three entries picked at random from those above, as already listed:
SMILES	EBV gp42 block	eIF4E-4G inh	zVAD death inh	Rad51 HR inh	MDM2 E3 inh	PERK inhibitor	TNF necrop inh	Cl transport mod	Calpain2 inh
Cc1ccccc1OCC(=O)NCC(=O)N/N=C/c1ccc(Br)o1	5	1	0.0	nt	-1	0.1	-0.2	0.52	3
O=C(COc1ccc(Cl)cc1)N(Cc1ccccc1)c1nc(-c2ccccc2)cs1	-4	-10[fluorescence artefact?]	0.0	-5	-31	1.3	-2.7	0.38	-11
O=C(Nc1cccc2ccccc12)c1ccccc1	-7	-3	0.5	-5	-19	1.7	-0.2	-0.61	-9

Further compounds.
SMILES	EBV gp42 block	eIF4E-4G inh	zVAD death inh	Rad51 HR inh	MDM2 E3 inh	PERK inhibitor	TNF necrop inh	Cl transport mod	Calpain2 inh
Cc1ccc2cc(CCNC(=O)CC(C)(C)C)c(=O)[nH]c2c1C	-5	2	1.4	5	-8	-0.6	0.9	0.23	-1
COC(=O)N/N=C/c1ccc(OCCSc2ccc(Cl)cc2)c(OC)c1	-22	-8	0.4	-2	-16	-0.6	1.0	0.41	17
CCN(CC)Cc1c(O)ccc2c(C)c(CC(=O)OC)c(=O)oc12	-22	7	0.0	6	-10	-0.3	0.2	nt	i
CC1=C(C)C(OCCBr)N(c2cc(O)c(Cl)cc2F)C1=O (stereo unspecified)	-10	2	-0.4	nt	-20	0.6	0.6	-0.6	5
CC(C)(C)OC(=O)NCCCCCc1nnc(SCc2ccccc2F)o1	1	-3	0.2	-20	-25	0.3	1.9	-1.4	33
COc1ccc(CC(=O)Nc2ccc(S(=O)(=O)Nc3cc(C)on3)cc2)cc1OC	-7	0	0.1	12	-4	0.4	-0.7	-0.023	-10
O=C(COc1ccc2ccccc2c1Br)NNC(=O)Nc1ccccc1	-6	-40	-0.4	5	-3	0.7	0.0	nt	31
COC(=O)c1ccc(-n2cncn2)c([N+](=O)[O-])c1	1	1	2.9	3	-3	0.7	0.0	0.84	-24
CC(Oc1ccccc1)C(=O)Nc1ccc(C(N)=O)cc1 (stereo unspecified)	-23	2[fluorescence artefact?]	0.5	nt	nt	0.2	0.6	nt	-17
COc1ccc(C(=O)OCC(=O)NC(=O)NC2CCCC2)c(OC)c1	-5	3	12	-4	-4	0.9	0.2	-0.22	-2
CCC(C)c1ccc(O)c(N)c1 (stereo unspecified)	-15	-1	4.5	-2	-11	1.7	-0.5	0.021	-20
Cc1cc2nc(-c3ccc(NC(=O)c4cccnc4)cc3)oc2cc1C	-13	4	1.9	-1	-14	0.6	-4.3	-0.092	-459
Nc1nc(Cl)cc(-c2ccccc2)n1	-15	4	5.7	7	-11	0.1	1.5	-0.86	-19
O=C(CN1CCOCC1)N1CCCc2c1c(=O)oc1ccc(OCc3ccccc3)cc21	-14	13	-0.6	-5	-7	-0.4	-2.1	-1.4	-116
O=C(NC(O)C(=O)c1ccccc1)c1cccs1 (stereo unspecified)	-7	2	0.3	-2	-28	0.7	-2.2	0.48	-6
O=C(c1ccc(-c2ccc([N+](=O)[O-])cc2Cl)o1)N1CCOCC1	-7	12	-1.1	4	5	0.5	-1.6	-0.47	17

Screening results as filed in PubChem BioAssay.
